# Kir21 block: Kir2.1 (mouse) channel inhibition; HEK293-Kir2.1, FluxOR thallium flux fluorescence; hits give low values; B-score at 10 µM; hit rate 0.85% among 310,000; AID 1672;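 active = fluorescence ratio B-score at or below minus 3 SD of library scores, with starting-brightness B-score within 2 SD, cut at about -4.2 in these data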;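 note: channel flux triggered by added potassium and thallium sulfate stimulus; B-score of peak minus minimum fluorescence over baseline after thallium stimulus; more negative B-score means stronger Kir2.1 block with less thallium influx; some compounds called inactive have numbers as strong as hits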
# Target sequence (P35561 whole entry, looked up): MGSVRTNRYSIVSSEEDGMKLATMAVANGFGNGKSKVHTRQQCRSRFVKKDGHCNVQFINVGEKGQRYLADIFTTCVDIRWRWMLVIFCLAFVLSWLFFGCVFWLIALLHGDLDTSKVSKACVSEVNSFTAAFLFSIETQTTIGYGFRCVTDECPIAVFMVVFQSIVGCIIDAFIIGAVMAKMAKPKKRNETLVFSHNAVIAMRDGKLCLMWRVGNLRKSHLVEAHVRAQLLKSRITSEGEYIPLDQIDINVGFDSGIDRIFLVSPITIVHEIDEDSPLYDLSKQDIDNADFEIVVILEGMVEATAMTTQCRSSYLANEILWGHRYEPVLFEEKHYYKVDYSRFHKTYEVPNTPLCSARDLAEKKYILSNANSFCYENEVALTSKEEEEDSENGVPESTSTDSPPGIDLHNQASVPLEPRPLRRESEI
# STK33 inh: blocks human STK33 kinase activity; Q9BYT3; purified STK33, MBP phosphorylation, ADP-Glo luminescence; inhibition, % at 10 µM; hit rate 0.073% among 320,000;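 active = inhibition at or above 25%, using the most active replicate where run in duplicate; inactive = inhibition below 25%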
# Target sequence (Q9BYT3 whole entry, looked up): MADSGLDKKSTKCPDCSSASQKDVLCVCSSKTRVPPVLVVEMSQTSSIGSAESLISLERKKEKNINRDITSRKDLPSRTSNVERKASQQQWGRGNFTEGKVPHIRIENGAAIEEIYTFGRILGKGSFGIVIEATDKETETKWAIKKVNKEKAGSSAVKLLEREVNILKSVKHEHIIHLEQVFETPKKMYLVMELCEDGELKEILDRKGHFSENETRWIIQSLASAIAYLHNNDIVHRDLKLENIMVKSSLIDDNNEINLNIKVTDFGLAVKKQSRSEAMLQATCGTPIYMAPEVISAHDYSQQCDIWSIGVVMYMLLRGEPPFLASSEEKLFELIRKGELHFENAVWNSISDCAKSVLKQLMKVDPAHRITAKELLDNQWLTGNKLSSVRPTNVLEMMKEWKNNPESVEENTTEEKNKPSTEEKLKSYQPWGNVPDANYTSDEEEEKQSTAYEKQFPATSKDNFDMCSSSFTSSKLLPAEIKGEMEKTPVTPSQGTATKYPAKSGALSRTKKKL
# Active calls of the source: *; x = not tested or not shown.
SMILES,Kir21 block,STK33 inh
CCOC(=O)c1nn(-c2ccccc2C)c(=O)cc1OCC(=O)N1CCN(c2ccccc2)CC1,0.56,x
O=C(CNC(=O)c1ccc(Br)o1)Nc1cccc(S(=O)(=O)N2CCOCC2)c1,-0.09,-0.6
COC(=O)N/N=C/c1cc(OC)c(O)c([N+](=O)[O-])c1,3.4,-0.3
CC(C)N(Cc1nc2ccccc2c(=O)[nH]1)C(=O)c1ccc(NC(=O)CSc2nnnn2C)cc1,x,0.3
CC(=O)c1ccc(N=Nc2c(C)[nH][nH]c2=O)cc1,3.8,3.0
Cc1ccccc1-c1nnc(SCCOc2ccc3c(C)cc(=O)oc3c2)o1,-0.5,0.3
COc1ccc(-c2ccc(-c3nnn(CC(=O)N4CCOCC4)n3)cc2)cc1,0.03,-1.2
Cn1c(N)c(C(=O)c2ccc(Oc3ccccc3)cc2)c(=O)n(C)c1=O,-1.5,-0.6
CC(NC(=O)CCn1ccc2cc(S(=O)(=O)N3CCCC3)ccc21)c1ccccc1 (stereo not given),-0.84,-1.1
CCNC(=S)N(CCN(CC)CC)Cc1cc2cc3c(cc2[nH]c1=O)OCCO3,-1.4,0.6
O=C(Nc1nc(-c2ccccn2)cs1)c1ccc(S(=O)(=O)N2CCCCC2)cc1,0.35,-0.6
COc1ccc(C2=CC(=O)C[C@H](c3ccc(F)cc3)C2)c(F)c1F,x,0.4
O=C(COc1ccc(Br)cc1)NCc1cn2ccccc2n1,0.1,-2.7
CN(C)S(=O)(=O)n1cnc2ccccc21,0.04,-0.4
COc1ccc(NC(=O)COc2cccc3c2CCNC3=O)cc1,-0.54,x
COC(=O)c1cc(Br)ccc1NC(=O)Nc1ccc(C)cc1,1.5,1.5
Cc1cc(C(=O)N2CCc3c([nH]c4ccccc34)C2c2c(F)cccc2Cl)no1 (stereo not given),1.8,-0.8
CCN1CCN(C(=O)CCc2ccc(S(=O)(=O)NCCc3ccccc3)cc2)CC1,-2.4,-0.5
CCOC(=O)c1ccc(S(=O)(=O)N2CCC(N3CCCCC3)CC2)cc1,0.01,0.6
COc1ccc(NC(=O)N2CCCc3ccccc32)c(OC)c1,-0.28,0.9
O=S(=O)(c1ccccc1)N1CCN(S(=O)(=O)c2ccccc2)C1,-3.4,-0.5
COc1cc(Cl)cc(C2NC(=O)NC(C)=C2C(=O)NCc2ccccc2)c1O (stereo not given),-0.63,1.3
O=c1[nH][nH]cc1C=Nc1ccc(Cl)cc1Cl,-0.16,-0.5
COc1ccc(NC(=O)C2CC(=O)N(CCc3ccc(F)cc3)C2)c(OC)c1 (stereo not given),-0.45,0.3
CC(Oc1ccccc1)C(=O)Nc1c2c(nn1-c1ccccc1)CS(=O)C2 (stereo not given),0.76,-0.1
O=C(CCCc1c[nH]c2ccccc12)NCC1COc2ccccc2O1 (stereo not given),0,0.8
Nc1cc(S(=O)(=O)N2CCOCC2)ccc1N1CCCCC1,x,1.2
COCCN(C(=O)COC(=O)CCC(=O)c1ccc(Cl)cc1)c1c(N)n(Cc2ccccc2)c(=O)[nH]c1=O,1.9,-0.8
CCOc1ccc(OCC)c(NS(=O)(=O)c2cccc3nsnc23)c1,1.3,-1.0
NNC(=O)Cn1nc(Cc2ccccc2)n(N)c1=O,x,0.5
CC(C)CN1CCN(Cc2cnc(-c3ccc(Cl)cc3)nc2)CC1CCO (stereo not given),-0.17,-1.0
CN(C(=O)c1ccc([N+](=O)[O-])cc1)c1ccccc1C(=O)NCc1ccccc1,-0.41,-0.2
CC1C(=O)CCCCCCCCCC2C1(N1CCOCC1)CS2(=O)=O (stereo not given),0.54,-0.2
Cc1ccc2c(c1)cc(CN(Cc1ccc3c(c1)OCO3)C(=O)c1ccccc1)c1nnnn12,0.6,-1.4
NC(=S)Nc1ccc(Cl)c(Cl)c1,1.9,0.5
CCCCCCCCNC(=O)c1cccnc1SCC(=O)Nc1ccc(OC)cc1OC,1.4,-1.8
O=C(COc1ccccc1O)Nc1ccccc1Cl,0.02,0.9
CC(C)(O)C(O)COc1c2ccoc2cc2oc(=O)ccc12 (stereo not given),0.99,1.5
O=[N+]([O-])c1ccc2c(c1)CNc1ccccc1O2,-0.18,0.6
CC1CCC(C#N)(N(C)C(=O)CSc2nnc(C3CC3)n2C2CC2)CC1 (stereo not given),x,-1.2
Cc1ccc2c(c1)c1c(n2CC(O)Cn2nc(C)c(Br)c2C)C(=O)CCC1 (stereo not given),0,1.3
CCCCn1cc(C(=O)c2cc(Br)ccc2O)cc(C#N)c1=O,0,-1.5
Nc1cc([N+](=O)[O-])ccc1Nc1ccc(O)cc1,0.2,-0.2
CSc1nc(N)c2c3c(sc2n1)COC(C(C)C)C3 (stereo not given),0.79,-0.5
O=C(CNC(=O)c1cccc(F)c1)N/N=C/c1cccnc1,1.3,-2.0
c1ccc(-c2nnnn2CCOCCn2nnnc2-c2ccccc2)cc1,0.48,-3.9
Cc1cc(C)c(O)c(-c2cc(C(=O)Nc3cccnc3)[nH]n2)c1,1.1,0.1
O=S(=O)(NCc1ccc(F)cc1)c1cccc(S(=O)(=O)N2CCOCC2)c1,0.84,-1.4
Cc1cc(C)n2nc(SCCC(=O)NCc3ccccc3)nc2n1,0.9,-0.5
COc1ccc(-n2nc(C(=O)NCC(=O)Nc3cccc(Cl)c3)c3ccccc3c2=O)cc1OC,-1.6,-0.3
COc1ccc(N=NC2=C(O)CC(C)(C)CC2=O)cc1,-0.86,0.3
O=C(COc1ccc(Cl)cc1)NNC(=S)NCc1ccccc1,-0.4,0.9
Cc1cc(C(=O)CN2C(=O)NC3(CCCCC3)C2=O)c(C)n1Cc1ccco1,2.1,0.5
O=C(NC1CCCCC1)C(c1ccc(O)cc1)N(C(=O)c1cnccn1)c1cccc(F)c1 (stereo not given),-1.3,-1.8
Cc1ccc(S(=O)(=O)NC(=O)COc2ccc(Cl)cc2Cl)cc1,-0.57,-1.5
COc1ccc(NC(=O)COC(=O)CCc2ccc(S(=O)(=O)N3CCOCC3)cc2)c(OC)c1,x,-0.6
CC(C)CC(=O)OCc1cn(-c2ccccc2)nn1,0,0.6
CCCN(CC(=O)Nc1ccccc1C)C(=O)c1cccc(S(=O)(=O)N2CCN(c3ccccc3)CC2)c1,0.13,-1.4
CC1(c2ccc(OC(F)F)cc2)NC(=O)N(CC(=O)N2c3ccccc3NC(=O)C2(C)C)C1=O (stereo not given),x,0.3
O=c1cc(N2CCc3ccccc3C2)[nH]c(=O)n1Cc1ccc(F)cc1,-0.81,-1.1

# Remaining list, next part:
SMILES,Kir21 block,STK33 inh
CCOC(=O)c1nnsc1NC(=O)Nc1ccc(OC)cc1,-0.72,-0.4
COc1cc(C)nc(N2CCCC(C(=O)Nc3cccc(Cl)c3C)C2)n1 (stereo not given),0.54,0.4
O=C(COC(=O)CNS(=O)(=O)/C=C/c1ccccc1)Nc1cccc2ccccc12,1.9,1.5
NNC(=O)CCCCCCCCCCOCCCCO,1.2,-0.7
COc1ccc(C2C(C(=O)c3ccco3)=C(O)C(=O)N2CC2CCCO2)cc1 (stereo not given),-0.65,-0.9
COc1nc(-c2ccc(Cl)cc2)ccc1-c1noc(-c2ccco2)n1,-2.4,-0.4
COc1ccc(NC(=O)CN(c2cc(C)cc(C)c2)S(=O)(=O)c2c(C)noc2C)cc1OC,-0.1,-0.9
O=C1C2C(C(=O)N1CCc1ccccc1)C1C=CC2C12CC2 (stereo not given),0.42,-0.9
COc1ccc(NC(=O)CSc2nc(C)cc(C)n2)cc1,-0.14,-1.0
CC(NC(=S)Nc1ccccc1Cl)C(c1ccccc1)N1CCOCC1 (stereo not given),-0.72,x
CCc1cccc(NC(=O)CCCn2nc(C)c3c(C)n(-c4ccccc4)nc3c2=O)c1,-1.7,-0.1
O=C(Nc1cccc(-c2nc3ccccc3s2)c1)c1ccc2c(c1)OCO2,-0.01,-2.2
CC(C)(O)C#Cc1ccc(C(=O)NCc2cccs2)s1,-0.86,-1.3
On1onc2c3cc(-c4ccccc4)nc3ccc21,x,0.4
O=C(Cn1ncc2ccccc21)N1CCN(c2cccc(C(F)(F)F)c2)CC1,1.9,-1.3
CCC(=O)c1ccc(OCC(O)CN2CCN(c3cccc(C(F)(F)F)c3)CC2)cc1 (stereo not given),-0.72,6.8
CC(C)C(=O)Nc1nc(-c2ccc([N+](=O)[O-])cc2)cs1,0.09,x
O=C(COC(=O)C1CCC1)Nc1ccccc1Sc1ccccc1,0.29,-0.3
COC(=O)Cc1ccc(NC(=S)NNC(=O)c2ccccc2Br)cc1,1.2,0.1
CCN=C(NCC)SC1CC(=O)N(c2ccc(OC)cc2)C1=O (stereo not given),-1.8,-0.7
COc1cc(C#N)ccc1OC(=O)c1cccc(S(=O)(=O)N2CCN(C)CC2)c1,-1.6,0.6
CCCCN1C(=O)/C(=C/C=C2/CC(C)(C)CN2C)SC1=S,-6.1,0.2
CCn1c(CNC(=O)COc2ccc(C(C)C)cc2)nnc1SCC(=O)Nc1cc(F)ccc1C,-1.1,-1.3
Cc1ccc(OCC(=O)Oc2ccc(C)c(C)c2)cc1,-0.49,-0.6
OCCOCCN1CCN(C(=S)Nc2ccccc2)CC1,0.03,3.9
Cc1cc(C)nc(-n2ncc3c2CC(c2ccccc2C)CC3=O)n1 (stereo not given),0.68,-0.7
CN(CC(=O)Nc1nc2ccccc2s1)S(=O)(=O)c1ccc(Cl)cc1,-0.04,-0.1
O=C(c1cc(-c2ccc(Cl)c(Cl)c2)on1)N1CCCCCC1,0.77,-1.1
O=S(=O)(NCc1ccc2c(c1)OCO2)c1cccc2nsnc12,-0.39,1.1
Clc1cc(Cl)cc(Nc2ncnc(-n3cccc3)n2)c1,-1.2,-1.1
COc1ccc(/C(O)=C2/C(=O)C(=O)N(CCCC(=O)O)C2c2ccc(OC)c(OC)c2)cc1 (stereo not given),0.04,-2.7
CCOC(=O)c1cc(-c2nnc(-c3ccc(Oc4ccccc4)cc3)o2)c(C)nc1C,-0.91,-0.8
O=C(CC1CCCCC1)NCc1ccccc1Cl,-0.02,-1.1
COCCn1c(SCC(=O)Nc2ccc(F)cc2F)nc2c([nH]c3ccccc32)c1=O,-1.3,-1.2
CCC(C)[C@H](NC(=O)NCc1cccc(OC)c1)C(=O)OC (stereo not given in full),0.22,-0.2
CCCOc1cccc(C(=O)Nc2nnn(CCC)n2)c1,-0.28,-0.4
COc1ccc(NC(=O)CN2CCN(S(=O)(=O)c3ccc(Br)cc3)CC2)c(OC)c1,-0.04,-0.6
O=C(CN1C(=O)C2CC=CCC2C1=O)Nc1ccc(F)cc1F (stereo not given),x,1.4
Cc1oc(-c2ccc(Cl)cc2)nc1CS(=O)CC(=O)NCCN1CCCC1 (stereo not given),1.6,0.4
COCCNC(=O)Cn1cc(S(=O)(=O)N2CCN(c3ccccc3F)CC2)c2ccccc2c1=O,0.46,1.9
CCO[C@@H]1OC(C(=O)NCc2nc3ccccc3[nH]2)=C[C@H](C2CC2)[C@H]1CCCO,0.01,-2.0
CN(C)c1ccc(N2C(=O)CC(c3ccccc3)CC2=O)cc1,0.16,-1.1
CC1CCCN(C(=O)CCS(=O)(=O)Cc2ccccc2)C1 (stereo not given),-0.14,-0.1
COC(=O)Nc1csc2c1NC(=O)CCCC2,1.2,-0.7
O=C(NCCN1CCOCC1)c1ccccc1Cl,-0.52,0.3
COc1cccc(CNCCSc2nnnn2C)c1OC,-2.4,-1.3
O=S(=O)(NCc1ccccc1Br)c1cccs1,-1.4,-0.4
CCCCN=C(Nc1ccc(Cl)cc1)c1cccnc1,-2,0.0
Cc1ccc(Cl)c(N/C=C/C(=O)c2ccccc2)c1,-0.44,-1.1
O=C(Nc1cccnc1)C1CCN(S(=O)(=O)c2ccc(Cl)cc2)CC1,0.1,-1.5
Cc1c(NC(=O)CSc2nnnn2-c2ccc(O)cc2)c(=O)n(-c2ccccc2)n1C,0.09,0.0
CCc1ccc(OCC(=O)N2CCN(c3ccccc3F)CC2)cc1,1.1,-1.0
CCC1(CC)NC(=O)NC1=O,0.1,-0.2
Cc1nc2cc(NC(=O)Nc3cccc([N+](=O)[O-])c3)ccc2n1C,1.8,x
CC(=O)N/C(=C/c1ccccc1)c1ccccc1,x,-0.1
Cn1nnnc1SCC(=O)N1CCc2ccccc21,-0.73,-1.1
O=C(NCc1cc(C(F)(F)F)cc(C(F)(F)F)c1)C1CC(c2ccccc2[N+](=O)[O-])=NO1 (stereo not given),-1.1,0.3
O=c1[nH]c(Cc2ccccc2)nc2ccccc12,0.09,-0.4

# 15 consecutive compounds from above:
SMILES,Kir21 block,STK33 inh
COC(=O)Nc1csc2c1NC(=O)CCCC2,1.2,-0.7
O=C(NCCN1CCOCC1)c1ccccc1Cl,-0.52,0.3
COc1cccc(CNCCSc2nnnn2C)c1OC,-2.4,-1.3
O=S(=O)(NCc1ccccc1Br)c1cccs1,-1.4,-0.4
CCCCN=C(Nc1ccc(Cl)cc1)c1cccnc1,-2,0.0
Cc1ccc(Cl)c(N/C=C/C(=O)c2ccccc2)c1,-0.44,-1.1
O=C(Nc1cccnc1)C1CCN(S(=O)(=O)c2ccc(Cl)cc2)CC1,0.1,-1.5
Cc1c(NC(=O)CSc2nnnn2-c2ccc(O)cc2)c(=O)n(-c2ccccc2)n1C,0.09,0.0
CCc1ccc(OCC(=O)N2CCN(c3ccccc3F)CC2)cc1,1.1,-1.0
CCC1(CC)NC(=O)NC1=O,0.1,-0.2
Cc1nc2cc(NC(=O)Nc3cccc([N+](=O)[O-])c3)ccc2n1C,1.8,x
CC(=O)N/C(=C/c1ccccc1)c1ccccc1,x,-0.1
Cn1nnnc1SCC(=O)N1CCc2ccccc21,-0.73,-1.1
O=C(NCc1cc(C(F)(F)F)cc(C(F)(F)F)c1)C1CC(c2ccccc2[N+](=O)[O-])=NO1 (stereo not given),-1.1,0.3
O=c1[nH]c(Cc2ccccc2)nc2ccccc12,0.09,-0.4
